DRD3 antagonist: qHTS of D3 Dopamine Receptor Antagonist: qHTS; D(3) dopamine receptor (Homo sapiens), P35462; D3R cells, DiscoveRx beta-arrestin luminescence, antagonist mode; stronger effect = lower value; max response, negative = inhibition, %; actives 2.5% (n = 360,000); in the data active = max response below about -50%; inconclusive = no clear call, values can overlap the other calls; also: % is scaled to controls: 0 for no effect and ±100 for the full control effect; mostly tested at two doses, the higher about 12 µM
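Cells expressing the human receptor were seeded at 1500 cells/well, incubated overnight at 37 degrees C in 5% CO2, then exposed to library compounds with dopamine controls for 90 minutes at 37 degrees C before luminescent detection.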
TDP43 rescue: qHTS of TDP-43 Inhibitors; TDP-43 expressing yeast growth rescue, BacTiter-Glo, 24 h; Potency, µM (highest dose often 46.1 µM), for inactives: at the top dose growth rescue (activation), most hits filed as activators; actives 1.8% (n = 410,000); also: potency is read from the fitted curve at half-maximal effect; % of control where 0% means no effect; nearly all actives have a fitted effect of over 50% in size
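Readout is BacTiter-Glo luminescence of cell growth, so inhibitors register as activators. TDP-43-expressing yeast at OD600=0.02 in galactose medium, after raffinose pregrowth to mid-log, were incubated with compound for 24 hr at 30 deg C.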
EPAC2 antagonist: qHTS for Antagonist of cAMP-regulated guanine nucleotide exchange factor 2 (EPAC2): primary screen | EPAC2 GEF exchange of Rap1B-BODIPY-GDP, fluorescence | actives 0.18% (n = 360,000) | Rap guanine nucleotide exchange factor 4 (Homo sapiens), Q8WZA2 | Potency, µM (highest dose often 114 µM), for the others: top-dose activity, negative = inhibition, actives largely listed as inhibitors | AID 720708, 2013; also: potency is read from the fitted curve at half-maximal effect; % is scaled to controls: 0 for no effect and ±100 for the full control effect; nearly all actives have a fitted effect of over 45% in size; many of its hits are not listed in these tables
Target sequence (Q8WZA2 whole entry, looked up): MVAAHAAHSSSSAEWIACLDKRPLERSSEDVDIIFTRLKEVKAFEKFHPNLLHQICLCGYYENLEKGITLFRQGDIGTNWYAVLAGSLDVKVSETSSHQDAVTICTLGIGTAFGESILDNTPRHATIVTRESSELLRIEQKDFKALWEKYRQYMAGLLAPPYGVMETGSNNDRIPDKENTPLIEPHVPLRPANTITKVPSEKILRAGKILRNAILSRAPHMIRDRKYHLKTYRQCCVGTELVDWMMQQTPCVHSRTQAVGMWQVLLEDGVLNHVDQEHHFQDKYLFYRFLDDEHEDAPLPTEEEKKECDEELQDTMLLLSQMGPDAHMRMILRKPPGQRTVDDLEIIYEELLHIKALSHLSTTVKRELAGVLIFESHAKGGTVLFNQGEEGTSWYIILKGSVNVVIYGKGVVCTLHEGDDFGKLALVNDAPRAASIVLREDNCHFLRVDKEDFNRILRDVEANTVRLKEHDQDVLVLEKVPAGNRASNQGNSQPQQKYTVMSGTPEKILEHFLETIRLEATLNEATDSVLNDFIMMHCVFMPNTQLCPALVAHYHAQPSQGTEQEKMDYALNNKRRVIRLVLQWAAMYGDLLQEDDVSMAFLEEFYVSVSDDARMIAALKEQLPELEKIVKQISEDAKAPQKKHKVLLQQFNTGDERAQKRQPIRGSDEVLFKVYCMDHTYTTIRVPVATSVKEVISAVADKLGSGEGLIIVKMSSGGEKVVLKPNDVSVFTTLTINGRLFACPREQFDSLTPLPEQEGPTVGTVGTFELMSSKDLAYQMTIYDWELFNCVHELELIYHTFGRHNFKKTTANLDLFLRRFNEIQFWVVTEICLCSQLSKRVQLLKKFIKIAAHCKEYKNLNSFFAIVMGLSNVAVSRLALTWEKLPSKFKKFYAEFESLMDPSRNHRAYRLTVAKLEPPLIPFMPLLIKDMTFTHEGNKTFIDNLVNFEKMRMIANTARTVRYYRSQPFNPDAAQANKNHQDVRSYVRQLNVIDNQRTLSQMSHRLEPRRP
Abeta rescue: qHTS for compounds that reverse cellular toxicity of Amyloid beta (A-beta) peptide in yeast: Primary Screen | yeast expressing A-beta42, growth rescue, OD600, 48 h; response scale: 0% DMSO, 100% iron-clioquinol control | Potency, µM (highest dose often 46.1 µM), for the others: at the top dose growth rescue, usual class: activators | actives 0.063% (n = 410,000) | AID 1347071, 2019; also: potency is read from the fitted curve at half-maximal effect; nearly all actives have a fitted effect of over 55% in size
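Yeast growth medium received pinned compounds, then yeast cells expressing toxic A-beta were added; plates incubated at 30 C for 48 hr. Growth read as absorbance at 600 nm, normalized to DMSO and equimolar FeCl3 plus clioquinol controls.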
aSyn yeast inh: qHTS of alpha-syn Inhibitors. Yeast expressing alpha-synuclein, growth rescue, BacTiter-Glo, 24 h. Potency, µM (series often up to 46.1 µM), without a hit: top-dose growth rescue (activation), hits mostly activators. actives 0.14% (n = 370,000). AID 652106, 2013; also: potency is read from the fitted curve at half-maximal effect; % of control where 0% means no effect; nearly all actives have a fitted effect of over 65% in size
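Readout is rescue of growth in alpha-synuclein-expressing yeast, so inhibitors of toxicity appear as activators. Growth after 24 hr at 30 deg C in galactose medium is quantified by luminescence.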
D3 ag: qHTS of D3 Dopamine Receptor Agonist: qHTS; D(3) dopamine receptor (Homo sapiens), P35462; D3R DiscoveRx beta-arrestin cells, luminescence, 90 min; max activation, %; actives 0.58% (n = 410,000); AID 652048, 2013; in the data active = max activation above about 30%; also: 0% is about no effect; mostly tested at two doses, the higher about 12 µM
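Agonist-mode cell screen: cells plated at 1500/well and incubated overnight at 37 °C, then exposed to library compounds for 90 min at 37 °C. Detection reagent was added for 30–60 min at room temperature, and luminescence was read.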
EPAC2 ag: qHTS for Agonist of cAMP-regulated guanine nucleotide exchange factor 4 (EPAC2): primary screen | Rap guanine nucleotide exchange factor 4 (Homo sapiens), Q8WZA2 | EPAC2 activation, biochemical qHTS; response scale: 100% = 6.5 mM cAMP response | Potency, µM (highest dose often 154 µM), inactives show at the top dose activation, most hits filed as activators | actives 0.079% (n = 360,000) | AID 720711, 2013; also: potency is read from the fitted curve at half-maximal effect; nearly all actives have a fitted effect of over 50% in size
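Setup: EPAC2 100 nM, labeled Rap1B complex 250 nM, free GDP 50 uM. Compound titrations pinned in, brief spin, 5 min room temperature incubation. Kinetic fluorescence read over 30 min, normalized to 6.5 mM cAMP.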
FUS yeast rescue: qHTS for Suppressors of FUS Proteinopathy: Primary screen using FUS-linked yeast assay. S. cerevisiae FUS-expressing, growth rescue, OD600, 24 h. Potency, µM (titrated, usually from 76.6 µM), without a hit: top-dose growth rescue (activation), actives largely listed as activators. actives 0.24% (n = 390,000). AID 1347120, 2019;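 also: potency is read from the fitted curve at half-maximal effect; plate controls were DMSO vehicle for no effect and reference control for full effect; nearly all actives have a fitted effect of over 55% in size; some results filed as inactive show a strong effect at the top dose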
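Compound concentration series was pinned onto galactose-induced FUS-expressing yeast seeded at OD 0.005. Plates sat 24hr at 30C; absorbance at 600 nm gave growth. DMSO served as background control.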
Starred values were filed as active, the others as inactive; u = inconclusive; x = no result given; & = joins results of further samples; [ ] = remark or other dose. Unless noted, calls follow the shape of the dose curve; as a rule, active = well fitted curve in the direction sought with a large enough effect; inconclusive = small, poorly fitted or top-dose-only effect, or another doubt; inactive = no such curve, though single readings can be large; an effect the other way counts as inactive or inconclusive.

Values in the order: DRD3 antagonist	TDP43 rescue	EPAC2 antagonist	Abeta rescue	aSyn yeast inh	D3 ag	EPAC2 ag	FUS yeast rescue
1. COC(=O)CC(c1ccc(OC)c(OC)c1)c1ccc(OC)c(OC)c1
  0	x	-18%	8%	12%	11	2%	-4%
2. Cc1cccc(Cn2c(-c3ccc[nH]c3=O)nc3ccccc32)c1
  -16	-6%	1%	-23%	-1%	-3	9%	-3%
3. Cc1ccc2onc(CC(=O)Nc3cc(F)ccc3F)c2c1
  x	10µM*	x	9%	x	2	x	-7%
4. CN(C)S(=O)(=O)c1cccc(-c2cn3ccccc3n2)c1
  -15	2%	-1%	-6%	5%	-3	7%	20%
5. CCOC(=O)C1=C(O)/C(=C/c2cc(C)n(-c3ccccc3)c2C)N=C1C
  5	-10%	-3%	1%	1%	8	1%	42%
6. CC1CCN(CC(=O)Nc2ccc(Br)cc2[N+](=O)[O-])CC1
  -7	8%	-22%	9%	-7%	-1	8%	-34%
7. CCOc1ccc2[nH]c(O)c(NC(C)=O)c2c1
  -28	-10%	-1%	-9%	-2%	-19	10%	-18%
8. CC[C@@]1(C(=O)OC)N[C@H](CN(C)S(=O)(=O)c2ccc(C(C)(C)C)cc2)[C@@H]2C(=O)N(Cc3ccccc3)C(=O)[C@@H]21
  -20	6%	18%	-15%	2%	8	u	-9%
9. COCCNC(=O)c1ccc(CSCc2cccc(Cl)c2)o1
  -11	u	-1%	-8%	-10%	-1	4%	-2%
10. COc1ccc(N=C(N)SCc2ccccn2)cc1
  -7	10%	2%	8%	-2%	-22	10%	17%
11. COc1ccccc1Nc1nc(-c2sc(NC(=O)c3ccco3)nc2C)cs1
  -6	19%	4%	-15%	-19%	0	9%	15%
12. Cn1c(C(=O)N2CCCC(C(=O)NCCCSC3CCCCC3)C2)cc2sccc21 (stereo not given)
  5	-29%	4%	0%	17%	-8	22%	x
13. N#Cc1ccccc1Cn1c(=O)n(CCCC(=O)NCc2ccccc2Cl)c(=O)c2ccccc21
  x	12%	x	-8%	x	7	x	3%
14. COc1ccc(/C=C/C(=O)Nc2ccc(-c3nnc4n3CCCCC4)cc2)c(OC)c1
  -9	-6%	2%	-6%	-3%	-11	-11%	46%
15. COc1cccc(-c2ccc3c(c2)N(Cc2cccc(F)c2)C(=O)C(C)S3)c1 (stereo not given)
  50	5%	-19%	-11%	3%	-2	-4%	12%
16. CC(=O)n1cc(C(C[N+](=O)[O-])SCCN)c2ccccc21 (stereo not given)
  -15	u	7%	-94%[inhibitor]	-72%[inhibitor]	0	20%	30%
17. Cc1ccc2c(c1)N(Cc1ccc3c(c1)OCO3)C(=O)C(C)O2 (stereo not given)
  -18	u	-4%	-5%	2%	-13	13%	29%
18. O=C(Nc1ccc(F)c(Cl)c1)N1CCN(C(=O)c2nsc3ccccc23)CC1
  x	18%	x	-5%	x	2	x	25%
19. CC(=O)Nc1nc2n(n1)C(c1ccc(F)cc1)C=C(c1ccccc1)N2 (stereo not given)
  u	-6%	2%	-5%	-2%	-2	4%	19%
20. Cc1noc(C(=O)NCc2ccccc2)c1Cl
  -20	-2%	-7%	-7%	0%	-2	1%	9%

Single records (already shown). Order of values: DRD3 antagonist	TDP43 rescue	EPAC2 antagonist	Abeta rescue	aSyn yeast inh	D3 ag	EPAC2 ag	FUS yeast rescue
CCOc1ccc2[nH]c(O)c(NC(C)=O)c2c1 is listed with -28	-10%	-1%	-9%	-2%	-19	10%	-18%
Cc1cccc(Cn2c(-c3ccc[nH]c3=O)nc3ccccc32)c1 is listed with -16	-6%	1%	-23%	-1%	-3	9%	-3%
COCCNC(=O)c1ccc(CSCc2cccc(Cl)c2)o1 is listed with -11	u	-1%	-8%	-10%	-1	4%	-2%
CN(C)S(=O)(=O)c1cccc(-c2cn3ccccc3n2)c1 is listed with -15	2%	-1%	-6%	5%	-3	7%	20%

(cont.)
Values in the order: DRD3 antagonist	TDP43 rescue	EPAC2 antagonist	Abeta rescue	aSyn yeast inh	D3 ag	EPAC2 ag	FUS yeast rescue
21. CCn1c(SCC(=O)NC2CC2)nnc1C(C)Oc1ccccc1 (stereo not given)
  -13	-12%	-16%	27%	-2%	-2	4%	1%
22. O=C(CCN1CCc2ccccc2C1)Nc1ccc(F)c(F)c1
  -103*	-10%	-10%	-5%	6%	-18	3%	-1%
23. Cc1ccc(C(=O)NC(=S)Nc2ccc(-c3cc4ccccc4oc3=O)cc2)c(C)c1
  29	5%	-5%	-3%	0%	7	0%	22%
24. COc1cc2c(cc1OC)-c1nnc(-c3cccs3)n1C(C)(C)C2
  10	22%	u	3%	1%	2	2%	-20%
25. O=C(Cc1ccc(S(=O)(=O)N2CCOCC2)s1)NNC(=O)c1ccccc1Cl
  3	-1%	-9%	-11%	-4%	-3	14%	x
26. O=C(CNC(=O)c1ccccc1Br)N/N=C/c1cccs1
  -10	5%	2%	-13%	-6%	-1	3%	-21%
27. CCCCCC(=O)N(O)C1CC(=O)N(c2ccccc2)C1=O (stereo not given)
  -86*	u	8%	-94%[inhibitor]	-75%[inhibitor]	-4	0%	21%
28. CC12CN(C(=O)c3ccccc3Br)CC(C)(CN(C(=O)c3ccccc3Br)C1)C2=O
  5	-2%	3%	-2%	2%	4	9%	7%
29. Cc1ccc(C)c(NC(=O)CSc2nnc([C@@H]3CCCN3C(=O)OC(C)(C)C)o2)c1
  u	-1%	-5%	17%	-3%	0	0%	36%
30. Cc1ccc(C(=O)CC2(O)C(=O)N(Cc3ccccc3)c3ccccc32)c(C)c1 (stereo not given)
  x	u	x	u	x	3	x	u
31. NC(Cc1ccc(F)cc1)c1csc(NC(=O)NC(c2ccccc2)c2ccccc2)n1 (stereo not given)
  0	32%	-6%	12%	-33%[inhibitor]	-5	3%	38%
32. Cc1ccc(Cn2c(CCCNC(=O)c3ccco3)nc3ccccc32)cc1
  x	24%	x	13%	x	-8	x	-15%
33. COc1cc(NC(=O)CSc2nc(=O)n(CCN3CCOCC3)c3c2CCCC3)cc(OC)c1
  0	-38%[inhibitor]	-12%	-8%	1%	4	2%	3%
34. O=C(NCC(=O)N1CCN(C(=O)c2ccco2)CC1)c1ccc(Br)cc1
  4	-6%	-5%	-5%	7%	-5	-8%	7%
35. CCOC(=O)c1c(NC(=O)c2ccncc2)sc(C)c1C
  2	-12%	-12%	-11%	15%	0	4%	2%
36. NC(N)=NC(N)=NCCc1ccccc1
  42	9%	22%	0%	4%	18&1&4	3%	-42%
37. Cc1ccc(S(=O)(=O)N2[C@@H](c3ccccc3)C(C(=O)O)=CC[C@H]2c2ccc(C(C)C)cc2)cc1
  u	-56%[inhibitor]	u	-4%	-50%[inhibitor]	-22	-8%	39%
38. CN(CCCNC(=O)C1CCCN(S(=O)(=O)c2cnc[nH]2)C1)c1ccccc1 (stereo not given)
  -8	u	9%	1%	2%	2	6%	-1%
39. CCCCCCN1CC(=O)N2Cc3[nH]c4ccccc4c3C[C@H]2C1=O
  8	9%	-24%	2%	5%	5	5%	19%
40. CCN(CC)S(=O)(=O)c1cccc(NC(=O)COC(=O)c2cncc(Br)c2)c1
  11	1%	-7%	1%	5%	2	9%	18%

3 compounds from above, ordered by formula weight, ascending:
Values in the order: DRD3 antagonist	TDP43 rescue	EPAC2 antagonist	Abeta rescue	aSyn yeast inh	D3 ag	EPAC2 ag	FUS yeast rescue
27. CCCCCC(=O)N(O)C1CC(=O)N(c2ccccc2)C1=O (stereo not given)
  -86*	u	8%	-94%[inhibitor]	-75%[inhibitor]	-4	0%	21%
39. CCCCCCN1CC(=O)N2Cc3[nH]c4ccccc4c3C[C@H]2C1=O
  8	9%	-24%	2%	5%	5	5%	19%
40. CCN(CC)S(=O)(=O)c1cccc(NC(=O)COC(=O)c2cncc(Br)c2)c1
  11	1%	-7%	1%	5%	2	9%	18%

(continued)
Values in the order: DRD3 antagonist	TDP43 rescue	EPAC2 antagonist	Abeta rescue	aSyn yeast inh	D3 ag	EPAC2 ag	FUS yeast rescue
41. Cc1n[nH]c(=S)n1/N=C/c1ccc(OCc2ccc(Cl)cc2)cc1
  u	u	20%[57.1 µM]	1%	1%	-12	10%	18%
42. Cc1ccc(-c2csc(NC(=O)c3ccccc3F)c2C(=O)O)cc1
  -5	-29%	-1%	5%	11%	1	-3%	-27%
43. COCC1CCN(C(=O)c2ccc3oc(Cc4ccc(Cl)cc4)nc3c2)C1 (stereo not given)
  -11	13%	3%	7%	-11%	-4	8%	34%
44. O=C(COc1ccccc1Cl)N1N=C(c2cccs2)CC1c1ccco1 (stereo not given)
  27	u	-2%	9%	u	-9	6%	u
45. O=C1C=C(c2ccccc2)C[C@@H](c2ccc(Cl)cc2)C1
  10	20µM*	-21%	1%	8%	3	7%	13%
46. Cc1ccc(NC(=O)CCl)cc1S(=O)(=O)N1CCCCCC1
  5	u	-5%	-36%	2%	6	1%	13%
47. O=[N+]([O-])c1ccccc1S(=O)(=O)N1CCSCC1
  5	u	6%	1%	-2%[1.84 µM]	1	10%	25%
48. Cc1ccccc1-c1nc(CS(=O)(=O)CC(=O)NCc2ccc(F)cc2)c(C)o1
  7	2%	-4%	3%	-4%	-3	-3%	1%

Screening data from PubChem.

A portion of the library; the hit share may differ from the screen's.
